High-throughput results from PubChem BioAssay.
UPR CHOP act: activators of apoptotic CHOP UPR arm, primary screen, cell-based, CHO-CHOP luciferase reporter, luminescence, uHTS; AID 449763, 2010; activation, % at 10 µM; UPR activation; percent of tunicamycin response over DMSO baseline; 330,000 compounds, 0.34% hits;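 active = at 10 µM dose, activation of 40% or more, normalized to positive control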;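 note: 100% = tunicamycin at 10 µg/mL and 0% = DMSO alone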
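Evaluation: % reporter activation, DMSO baseline versus tunicamycin full activation; System: CHO-CHOP luciferase reporter cell line; Input: 500 cells/well; Incubation: 6 h compound treatment, 37 °C; Measured by: Steady-Glo luciferase luminescence; Dosing: one dose, 10 µM in 0.5% DMSO; Buffer or medium: F12 medium, 10% FBS; Benchmarks: positive tunicamycin 10 µg/mL, negative DMSO alone.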
UPR XBP1 act: activators of adaptive XBP1 UPR arm, primary screen, cell-based, CHO-XBP1 luciferase reporter, luminescence, uHTS | activation, % at 20 µM | 330,000 compounds, 0.33% hits | AID 463104, 2010 | IRE1-XBP1 UPR activation; percent of tunicamycin response, DMSO as zero;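 active = versus positive control, 20 µM dose yields 30% or more activation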;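 note: 100% = tunicamycin at 10 µg/mL and 0% = DMSO only wells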
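incubation = overnight seeding at 37 °C, 6 h compound treatment at 37 °C | assay system = CHO-XBP1 cells stably carrying IRE1-XBP1-driven luciferase reporter | input = 1000 cells per well | detection = luciferase luminescence | dosing = single point, 20 µM final compound, 1% DMSO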
NR3A LBD binder: binders of NR3A ligand-binding domain, primary screen, biophysical, differential scanning fluorimetry, uHTS. NR3A LBD differential scanning fluorimetry, Tm shift; 0% = protein alone, 100% = glycine-bound protein. 340,000 compounds, 2.5% hits. Tm shift relative to glycine control, % at 25 µM. AID 1259313, 2017;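 active = melting temperature shift of at least 10% of the positive control shift, at one fixed dose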
tim10-1 inh: growth inhibitors of tim10-1 mutant yeast, primary screen, luminescence, uHTS; 330,000 compounds, 2.2% hits; S. cerevisiae tim10-1 ts strain growth, BacTiter-Glo, 24 h; inhibition, % at 20 µM; AID 463190, 2010;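 active = inhibition of at least 40%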;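 note: mutant grown at 25 °C; 0% = DMSO wells with yeast and 100% = wells holding no yeast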
tim23-1 inh: growth inhibitors of tim23-1 mutant yeast, primary screen, luminescence, uHTS | S. cerevisiae tim23-1 growth, BacTiter-Glo luminescence, 24 h | inhibition, % at 20 µM | 330,000 compounds, 1.3% hits | AID 463212, 2010;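 active = growth inhibition of the mutant yeast at or above 50%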;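 note: temperature-sensitive mutant grown at 25 °C; plate controls were DMSO-treated mutant yeast for no effect and medium wells lacking yeast for full effect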
NALP3 yeast inh: NALP3 inflammasome inhibitors in reconstituted yeast, primary screen, luminescence, uHTS; inhibition, % at 10 µM; 330,000 compounds, 0.39% hits; Yeast reconstituted NLRP3/ASC/caspase-1, beta-gal luminescence, 24 h;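 active = inhibition of 50% or more; inactive = inhibition below 50%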;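 note: plate controls were induced DMSO wells for no effect and uninduced yeast grown without galactose for full effect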
Mdm2-MdmX inh: inhibitors of human Mdm2-MdmX association, primary screen, cell-based, luminescence, split luciferase, SaOS-2, uHTS | 330,000 compounds, 3% hits | SaOS-2 split-luciferase Mdm2/MdmX complementation | Protein Mdm4 (Homo sapiens) + E3 ubiquitin-protein ligase Mdm2 (Homo sapiens), … | inhibition, % at 8 µM;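 active = inhibition of at least 50% at 8 µM in the primary screen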
TIM10 inh: growth inhibitors of isogenic TIM10 control yeast, primary screen, counter-screen for tim10-1 yeast inhibitor project, luminescence, uHTS; S. cerevisiae TIM10 strain growth, BacTiter-Glo luminescence, 24 h; AID 463195, 2010; 330,000 compounds, 1.4% hits; inhibition, % at 10 µM;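 active = inhibition of 40% or more at the single tested concentration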;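 note: wild-type TIM10 isogenic control strain grown at permissive 25 °C; 0% = DMSO yeast wells and 100% = minimal medium wells without yeast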
APJ agonist: agonists of human apelin receptor APJ, primary screen, CHO-K1 cells, PathHunter beta-arrestin, luminescence; 330,000 compounds, 0.11% hits; activation, % at 20 µM; AID 2520, 2010; 0% DMSO wells, 100% apelin;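 active = activation more than six SD over the plate average, tested at 20 µM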;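 note: 0% = DMSO alone and 100% = apelin-13 at 10 nM; some results filed as inactive read as strong as hits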
Target sequence (P35414 whole entry, looked up): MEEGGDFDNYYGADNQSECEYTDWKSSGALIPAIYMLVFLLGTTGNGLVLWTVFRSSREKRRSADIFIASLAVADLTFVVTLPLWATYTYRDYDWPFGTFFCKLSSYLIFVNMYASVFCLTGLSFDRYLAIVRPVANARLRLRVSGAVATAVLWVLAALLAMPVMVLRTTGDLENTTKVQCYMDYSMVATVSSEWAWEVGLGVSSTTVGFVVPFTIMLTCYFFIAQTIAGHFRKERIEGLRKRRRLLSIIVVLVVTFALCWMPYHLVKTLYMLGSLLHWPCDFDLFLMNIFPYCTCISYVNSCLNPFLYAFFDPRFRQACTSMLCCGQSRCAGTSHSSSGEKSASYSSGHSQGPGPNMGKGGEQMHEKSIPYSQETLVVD
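system = engineered CHO-K1 APJ arrestin reporter cells | input = 1000 cells per well | timing = overnight seeding, 90 min compound at 25 °C, 1 h detection | measured by = enzyme-fragment complementation luminescence | read-out = beta-arrestin recruitment to APJ as agonist activity, luminescent signal | control set = negative DMSO alone, positive Apelin-13 at 10 nM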
* hit, by the source's call; nt = not tested or not shown.

SMILES | UPR CHOP act | UPR XBP1 act | NR3A LBD binder | tim10-1 inh | tim23-1 inh | NALP3 yeast inh | Mdm2-MdmX inh | TIM10 inh | APJ agonist
CCOc1ccc(NC(=O)C2CC(C)=C(C)CC2C(=O)O)cc1 (stereo not drawn) | 1.9 | -2 | 1 | 4 | 4 | -19 | 3 | 3 | 0
O=[N+]([O-])c1ccccc1S(=O)(=O)N1CCN(Cc2ccccc2)CC1 | 0.3 | -4 | 3 | 29 | 25 | 10 | 17 | 8 | -3
COc1cc(NC(=O)CSc2ncccc2C(=O)OC(C)C)cc(OC)c1 | 0.7 | 4 | -3 | 7 | 12 | -6 | -28 | 6 | -1
COc1ccccc1N=C1SC(C(=O)Nc2ccc(F)cc2)CC(=O)N1C (stereo not drawn) | -1.5 | -4 | -1 | 9 | 13 | 20 | 22 | 0 | 3
O=C(NC1CCC(O)CC1)c1cc(-c2ccc(Cl)cc2)nc2ccccc12 (stereo not drawn) | 0.4 | -2 | 0 | 6 | -8 | 18 | 29 | -17 | -1
COc1ccc(-c2ccc(-c3nnn(CC(C)=O)n3)cc2)cc1 | 3.9 | 7 | 2 | 12 | 5 | 27 | -91 | -4 | -2
CCCNC(=O)NC(=O)CSc1ccc(C)cc1C | -0.7 | 1 | -2 | 6 | -1 | 2 | 14 | -1 | -1
CCOC(=O)CC1C(=O)NCCN1Cc1cccs1 (stereo not drawn) | 0.0 | -2 | -2 | 2 | 15 | 11 | 2 | 3 | -3
COc1ccc(OCCC(=O)Nc2cc3c(cc2C(=O)O)OCCCO3)cc1 | -0.4 | -1 | 0 | -7 | 0 | 17 | 13 | 7 | 4
COc1ccc(/C=N/NC(=O)c2ccoc2C)cc1COc1ccc(Cl)cc1 | 0.4 | 4 | 4 | 37 | 25 | 0 | 36 | 51* | -2
Cc1ccc(/C=C/C(=O)OCC(=O)NC(C)c2ccccc2)o1 (stereo not drawn) | -1.0 | 0 | 0 | 6 | 15 | -2 | -11 | 8 | -5
Cc1ccc(C2CC(c3cccs3)=NN2C(=O)c2ccco2)o1 (stereo not drawn) | 0.4 | 3 | -5 | 24 | 43 | 5 | -10 | 22 | 2
O=C(O)C1CCCN(S(=O)(=O)c2cccs2)C1 (stereo not drawn) | 0.7 | 0 | 5 | -8 | 1 | -10 | 16 | -15 | -3
CCN1C(=O)[C@@H]2[C@@H](c3ccc(-c4ccc(Cl)c(Cl)c4)cc3)N3CCCC[C@@]3(C(=O)OC)[C@@H]2C1=O | -1.6 | 1 | 1 | 2 | 11 | 7 | 34 | -1 | -1
CC(C)COC(=O)C(C)Nc1n[nH]c(=S)[nH]c1=O (stereo not drawn) | -0.6 | -3 | -2 | 2 | 2 | 19 | 0 | 19 | -3
Cc1onc(-c2ccccc2Cl)c1C(=O)N1CCN(C)CC1 | 0.7 | -7 | -1 | -11 | -8 | 9 | -8 | -4 | -1
Cc1ccc(SCC(=O)NNC(=O)c2cncc(Br)c2)cc1 | 2.3 | 0 | -2 | 5 | 9 | 4 | 4 | 1 | -6
CCC(C)Sc1nc2ccccc2c(=O)[nH]1 (stereo not drawn) | -2.9 | -3 | 0 | 4 | 19 | -46 | 4 | 11 | -5
O=C(Nc1cc(F)cc(F)c1)c1ccc(NCCc2ccccc2)c([N+](=O)[O-])c1 | 0.0 | -2 | -12 | -25 | -18 | 3 | 18 | -13 | -6
CCOC(=O)CSc1nncc2ccc(OC)c(OC)c12 | 2.7 | 0 | 2 | 20 | 17 | 1 | 1 | 11 | -3
COc1ccc(CCNC(=O)c2cc3c(=O)n4ccccc4nc3n(CCCN3CCOCC3)c2=N)cc1OC | -2.3 | -3 | 0 | -1 | -9 | -1 | 10 | -1 | -3
N#CCn1c2ccccc2c2nc3ccccc3nc21 | -0.5 | 6 | 0 | 16 | 0 | -22 | 8 | 5 | 0
CCOC(=O)C1=C(N)Oc2ccc3ccccc3c2C1c1ccc(O)c(OC)c1 (stereo not drawn) | 2.7 | 5 | -12 | 40* | 47 | 5 | 22 | 11 | -1
Cc1cc(Br)c(S(=O)(=O)NCCN2CCOCC2)cc1C | -2.3 | -1 | 1 | 6 | 10 | 2 | 18 | 1 | -8
O=C(c1cccs1)N1CCC(c2nc3c(nnn3Cc3c(Cl)cccc3Cl)c(=O)[nH]2)CC1 | 0.0 | 1 | 0 | -18 | 0 | 18 | 31 | 6 | 4
COc1cc2oc(=O)cc(-c3ccc(-c4ccc(N(C)C)cc4)cc3)c2c(OC)c1OC | -2.4 | -5 | -3 | 17 | 29 | nt | 35 | 11 | nt
O=C1OC(Nc2ccc(Cl)cn2)c2ccccc21 (stereo not drawn) | 0.7 | 7 | 2 | 10 | 5 | 24 | 2 | 6 | -4
Cc1ccc(S(=O)(=O)NCCC(=O)N2CCCC(C)C2)cc1 (stereo not drawn) | -0.9 | -2 | 6 | 4 | 7 | 12 | 20 | 7 | 0
O=C(O)c1ccc(CN2C(=O)CSC2=S)cc1 | -1.5 | -1 | 0 | 12 | 32 | -3 | 3 | 20 | -3
O=C(Nc1ccccn1)c1cccc(S(=O)(=O)N2CCCC2)c1 | 3.0 | -2 | 1 | 10 | 6 | 9 | 3 | -5 | -7
COC(=O)c1ccc(CSc2nc3sc4c(c3c(=O)n2C)CCCC4)o1 | -0.8 | -2 | -1 | 36 | 23 | 23 | 31 | 11 | 2
CCCCC(=O)N(CCOC)c1nnc(-c2ccccc2C)s1 | 1.7 | 4 | 4 | -5 | -111 | -17 | -11 | -3 | -2
CCN(c1ccccc1)S(=O)(=O)c1ccc(Cl)c(NC(=O)Nc2ccc(Cl)cc2C#N)c1 | 3.9 | 2 | -7 | 18 | 29 | 7 | 99* | -3 | 9
CC1CCCCN1C(=O)c1cc(S(=O)(=O)N2CCOCC2)ccc1Cl (stereo not drawn) | 2.0 | 1 | 0 | -15 | 0 | 10 | 23 | -5 | -4
CCOc1ncccc1C(=O)N1CCN(C(c2ccccc2)c2ccccc2)CC1 | -0.6 | -1 | -2 | -5 | 5 | 24 | 13 | -8 | 0
Cc1ccc(CCC(=O)Nc2ccc(C#N)cc2)o1 | -1.0 | -4 | -3 | 2 | 3 | 13 | 9 | 7 | 1
CCc1noc(C)c1C(=O)OCC(=O)Nc1c(F)cccc1F | 0.4 | 2 | 0 | 9 | 5 | 13 | 0 | 1 | -1
CCC(CC)c1nnc(NC(=O)Cc2ccccc2[N+](=O)[O-])s1 | -1.0 | -2 | -3 | 9 | 0 | 1 | -17 | 13 | -4
CN(CC(=O)Nc1cccc(F)c1)C(=O)/C=C/c1ccc(Br)s1 | 0.4 | -2 | -7 | 15 | 19 | 14 | 10 | -2 | -2
Cc1cc(C)c2c(=O)c(C#N)coc2c1 | 0.8 | -2 | -2 | -39 | 1 | -8 | 13 | -24 | 2
O=S(=O)(Nc1nc2ccccc2nc1-[n+]1ccccc1)c1ccc(Cl)cc1 | -0.5 | -6 | 2 | -4 | 12 | -4 | -17 | -9 | 1
COCCCNC(=O)C[C@H]1C[C@H](C(=O)N(C(C)C)C(C)C)[C@@]2(C)c3[nH]c4cc(-c5ccco5)ccc4c3CCN2C1=O | 1.7 | 2 | -3 | 22 | 37 | nt | 17 | 4 | nt
O=C1CCC[C@@H]2CC(N3CCCCC3)C[C@@H]3CCN1[C@H]23 (stereo partly drawn) | 1.6 | 3 | 2 | 11 | 29 | nt | 0 | -12 | nt
O=C(c1ccccc1)c1ccncc1 | -0.2 | -2 | 2 | 1 | 8 | 0 | 27 | -3 | -3
COc1cc2c(cc1NC(=O)c1cc(-c3ccncc3)nc3ccc(C)cc13)oc1ccccc12 | 1.2 | 2 | -2 | 23 | 5 | 12 | 51* | 21 | -4
CCCCNS(=O)(=O)c1ccc(NC(=O)C2CCCO2)cc1 (stereo not drawn) | -1.3 | 0 | 12* | 5 | 13 | 13 | 5 | -16 | 1
O=C(O)CSCC(=O)N1CCN(c2nc3cc(Cl)ccc3s2)CC1 | 0.5 | -5 | 0 | 1 | 4 | 8 | 2 | 1 | -2
CCC(C)NC(=O)C(=O)NCc1ccccn1 (stereo not drawn) | 3.9 | -2 | 0 | -11 | 13 | 21 | -8 | -11 | 3
N/C(Cc1ccc([N+](=O)[O-])cc1)=N\OC(=O)c1ccccc1F | 4.1 | 4 | 1 | 72* | 59* | 14 | -41 | 64* | 16
NNc1cc([N+](=O)[O-])cc2c1C(=O)N(Cc1ccccc1)S2=O (stereo not drawn) | -0.9 | -2 | 2 | 15 | 37 | 20 | 0 | 21 | 1
CC(NC(=O)COC(=O)c1ccc2ccccc2n1)C1CC2CCC1C2 (stereo not drawn) | -1.2 | -5 | -1 | -5 | 28 | 5 | 5 | 11 | -1
Cc1ccc(NCc2n[nH]c(=S)n2-c2ccccc2)c(C)c1 | -1.4 | -2 | -5 | -19 | 20 | 20 | -20 | 13 | -4
O=C1Nc2ccc(Br)cc2/C1=C/C1CC=CCC1 (stereo not drawn) | 2.3 | -2 | -4 | 59* | 59* | -23 | 36 | 59* | 0
COc1ccccc1OCCNC(=O)c1cccc(S(=O)(=O)N2CCN(C)CC2)c1 | 2.1 | -4 | 1 | -20 | -27 | 1 | -4 | 0 | 6
COc1cccc(NC(=S)N(CCCN2CCOCC2)Cc2cn(C)c3ccccc23)c1 | 4.3 | -2 | 2 | 9 | 1 | 12 | 42 | 11 | 2

Five entries already listed, sorted by length of the SMILES, smallest number first:
SMILES | UPR CHOP act | UPR XBP1 act | NR3A LBD binder | tim10-1 inh | tim23-1 inh | NALP3 yeast inh | Mdm2-MdmX inh | TIM10 inh | APJ agonist
O=C1Nc2ccc(Br)cc2/C1=C/C1CC=CCC1 (stereo not drawn) | 2.3 | -2 | -4 | 59* | 59* | -23 | 36 | 59* | 0
CCCCNS(=O)(=O)c1ccc(NC(=O)C2CCCO2)cc1 (stereo not drawn) | -1.3 | 0 | 12* | 5 | 13 | 13 | 5 | -16 | 1
Cc1ccc(NCc2n[nH]c(=S)n2-c2ccccc2)c(C)c1 | -1.4 | -2 | -5 | -19 | 20 | 20 | -20 | 13 | -4
CC(NC(=O)COC(=O)c1ccc2ccccc2n1)C1CC2CCC1C2 (stereo not drawn) | -1.2 | -5 | -1 | -5 | 28 | 5 | 5 | 11 | -1
NNc1cc([N+](=O)[O-])cc2c1C(=O)N(Cc1ccccc1)S2=O (stereo not drawn) | -0.9 | -2 | 2 | 15 | 37 | 20 | 0 | 21 | 1
